Giardia FBPA inh: qHTS Assay for Inhibitors of Fructose-1,6-bisphosphate Aldolase from Giardia Lamblia. A8B2U2. purified Giardia FBPA. Potency, µM (doses to about 59.6 µM), inactives show at the highest dose activity, negative = inhibition, actives largely listed as inhibitors. 290,000 tested, 0.71% active. AID 2451, 2010; further: potency means the concentration at half of the fitted maximal effect; nearly all actives have a fitted effect of over 55% in size
Target sequence (A8B2U2 whole entry, looked up): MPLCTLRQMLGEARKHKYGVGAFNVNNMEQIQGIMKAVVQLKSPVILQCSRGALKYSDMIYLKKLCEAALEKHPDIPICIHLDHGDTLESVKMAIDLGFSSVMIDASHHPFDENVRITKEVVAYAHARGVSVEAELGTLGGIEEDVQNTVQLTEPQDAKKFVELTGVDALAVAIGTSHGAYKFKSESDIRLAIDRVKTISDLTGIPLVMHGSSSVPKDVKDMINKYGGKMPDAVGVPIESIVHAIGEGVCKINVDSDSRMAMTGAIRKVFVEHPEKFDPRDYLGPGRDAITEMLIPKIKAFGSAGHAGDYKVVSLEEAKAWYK
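Giardia FBPA (40 nM reagent) was preincubated 10 min at RT with compound (up to 57.5 uM final), then substrate plus GAPDH/TPI/NAD/arsenate coupling system with diaphorase/resazurin was added; resorufin fluorescence (525/598 nm) was read after 20 min.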
AmpC detergent: qHTS Inhibitors of AmpC Beta-Lactamase (assay with detergent). P00811. AmpC hydrolysis of nitrocefin, absorbance 480 nm, 0.01% Triton. Potency, µM (titrated, usually from 114 µM), for inactives: top-dose activity change, negative = inhibition, most hits filed as inhibitors. 370,000 tested, 0.041% active. AID 485294, 2010;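 further: potency means the concentration at half of the fitted maximal effect; 0% = no-compound wells and -100% = no-enzyme wells; nearly all actives have a fitted effect of over 25% in size; some results filed as inactive show a strong effect at the top dose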
Target sequence (P00811 whole entry, looked up): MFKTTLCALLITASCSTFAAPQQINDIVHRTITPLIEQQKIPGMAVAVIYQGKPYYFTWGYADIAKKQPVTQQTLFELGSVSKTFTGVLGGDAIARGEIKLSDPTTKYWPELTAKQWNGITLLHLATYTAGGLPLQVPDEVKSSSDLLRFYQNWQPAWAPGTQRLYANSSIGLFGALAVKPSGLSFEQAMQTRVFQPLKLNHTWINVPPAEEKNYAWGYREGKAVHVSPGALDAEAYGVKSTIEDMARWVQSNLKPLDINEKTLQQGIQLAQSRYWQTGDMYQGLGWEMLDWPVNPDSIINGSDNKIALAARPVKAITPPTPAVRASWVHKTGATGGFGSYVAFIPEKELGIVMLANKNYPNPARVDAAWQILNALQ
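20 mM phosphate pH 7.0 + 0.01% (detergent screen) or 0.0001% Triton X-100; 5.3 nM AmpC reagent; cpd preinc 15 min RT; nitrocefin (800 uM stock) to start; A480 q20 s × 4 min; Activity was normalised to no-enzyme and no-compound control wells.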
HCV inh: qHTS Assay for Inhibitors of Hepatitis C Virus (HCV) | 340,000 tested, 3.4% active | Potency, µM (top dose mostly 41.8 µM), inactives show top-dose activity change, negative = inhibition, most hits filed as inhibitors | Huh7.5.1 HCVcc-Cre infection, luciferase reporter, 44 h; further: potency means the concentration at half of the fitted maximal effect
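After 44 h co-culture of compound, cells and HCVcc-Cre (~0.5 moi), substrate is added for 15 min at room temperature and luciferase measured over 15 sec. Cells were seeded at 1,000/well and pre-cultured 4 h.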
HCMV antiviral: qHTS Assay for inhibitors of the human cytomegalovirus (HCMV). HFF cells, HCMV-luciferase reporter, 72 h; active compounds read low. activity change, negative = inhibition, % at 57.5 µM. 410,000 tested, 4.5% active. AID 1259415, 2018; in the data active means activity change below about -60%; inconclusive means no clear call, values can overlap the other calls; inactive means above about -39%
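Human foreskin fibroblasts infected with luciferase-reporter HCMV at MOI 1 PFU/cell, compounds at two doses. Luciferase measured 72 h post infection; normalized to buffer-only basal and Salinomycin (10uM) controls.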
Sm TGR block: qHTS Assay for the Inhibitors of Schistosoma Mansoni Peroxiredoxins; 360,000 tested, 3% active; AID 485364, 2010; Potency, µM (top dose mostly 114 µM), for inactives: at the top dose activity change, negative = inhibition, hits mostly inhibitors; purified TGR, DTNB reduction, TNB absorbance 405 nm; further: potency means the concentration at half of the fitted maximal effect; nearly all actives have a fitted effect of over 60% in size
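First, TGR (20 nM dispensed) and NADPH were mixed with compound. Second, a 15 min room-temperature incubation followed. Third, further NADPH and then DTNB were added to start the reaction. Finally, TNB absorbance was monitored kinetically.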
AMA1 RON2 block: qHTS for Inhibitors of AMA1-RON; Towards Development of Antimalarial Drug Lead: Primary Screen; Plasmodium falciparum AMA1 (3D7) - RON2 peptide interaction; AlphaScreen AMA1-biotinylated RON2 peptide binding; Potency, µM (highest dose often 58.2 µM), for inactives: top-dose activity change, negative = inhibition, hits mostly inhibitors; 360,000 tested, 0.2% active; AID 720542, 2013;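 further: potency means the concentration at half of the fitted maximal effect; 0% = vehicle wells and -100% = peptide control; nearly all actives have a fitted effect of over 45% in size; some results filed as inactive show a strong effect at the top dose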
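AMA1 (3D7) with his tag at 25 nM final met compounds first, then biotinylated RON2 peptide at 25 nM; detection used donor plus acceptor beads, 10 µg/mL apiece, read by AlphaScreen after 30 min at room temperature.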
* = called active by the depositor; ? = inconclusive; / = no result given; & = joins results of further samples; [ ] = dose if it differs, or a comment. Unless noted, the call rests on the fitted dose curve; in most records, active means well fitted curve in the direction sought with a large enough effect; inconclusive means small, poorly fitted or top-dose-only effect, or another doubt; inactive means no such curve, though single readings can be large; an effect the other way counts as inactive or inconclusive. Unless noted, on the % scale 0 is the no-effect control and ±100 the full control effect.

SMILES	Giardia FBPA inh	AmpC detergent	HCV inh	HCMV antiviral	Sm TGR block	AMA1 RON2 block
COCCN(C(=O)CSc1n[nH]c(-c2ccccc2)n1)c1c(N)n(Cc2ccccc2)c(=O)[nH]c1=O	/	0%	25%	-3	0%	10%
CCCC(=O)C1=C(O)C(C(=O)OC)C(C)(C)CC1=NC (stereo not given)	1%	1%	-18%	13	-26%	2%
CCN(CC)C(=O)CSc1nc(-c2ccccc2)ccc1C#N	7%	3%	5%	22	8%	-2%
Oc1ccc(-c2csc(Nc3ncccn3)n2)c(O)c1	-11%	?	13%	300	-13%	79%[activator]
CCN(CC)c1ccc(S(=O)(=O)N2CCOCC2)cc1NC(=O)COC(=O)c1ccco1	/	?	8%	-7	4%	6%
CCN(C(=O)COC(=O)c1cc(=O)[nH]c2ccccc12)C1CCS(=O)(=O)C1 (stereo not given)	1%	-6%	11%	-34	4%	8%
COc1ccc(NCc2cccn2-c2nnc(N3CCOCC3)s2)cc1OC	/	1%	/	8	32µM*	/
O=C(O)c1ccc2c(c1)C(=O)N(c1cccc(-c3nc4ccccc4s3)c1)C2=O	8%	-1%	17%	-1	3%	-10%
CCOc1ccc(NC(=O)Cn2c(=O)oc3cc(S(=O)(=O)N4CCC(C)CC4)ccc32)cc1	/	?	/	?	0%	/
CC(=O)[C@@]1(O)CC[C@H]2[C@@H]3C[C@H](C)C4=CC(=O)CC[C@]4(C)[C@H]3CC[C@@]21C	4%&6%	?	?	?	-3%	0%
CCOC(=O)c1cc(C#N)c(N2CCCC2)nc1-c1ccccc1	5%	?	?	-16	14%	137%[activator]
c1ccc(CCCc2nc(-c3cccnc3)no2)cc1	2%	-14%	3%	0	-9%	-2%
CCOC(=O)C1=C(O)CSC1=Nc1ccc(Cl)cc1	2%	-11%	-7%	-2	0%	17%
CCOC(=O)C1CCN(C(=O)Cc2cccc3ccccc23)CC1	0%	?	25%	16	?	4%
O=C(Nc1cc(=O)[nH]c2nc(-c3ccc(Cl)cc3)nn12)c1ccccc1	4%	7%	3%	/	0%	1%
CCC(=O)c1cc2c(C)cc(=O)oc2c(C)c1OC	0%	?	-19%	46	4%	6%
CN1CCN(C(=O)CSc2cc(=O)n(C)c3ccccc23)CC1	-4%	3%	8%	109	1%	-2%
Cc1nc2ccc(NC(=O)c3c(-c4ccccc4)noc3C)cc2s1	2%	-9%	-21%	-24	0%[11.4 µM]	1%
O=C(Nc1ccccc1)N1CCSCC1	9%	2%	7%	5	0%	6%
CC(C)CC(=O)n1nc(-c2ccco2)nc1NCc1ccc(Cl)cc1	/	17%	/	24	-1%	/
Cc1c(O)c(S(=O)c2ccccc2)c(=O)n(-c2ccccc2)c1-c1ccccc1 (stereo not given)	-2%	?	22%	40	-11%	13%
CCn1c(C)nc2cc(C(=O)NNS(=O)(=O)c3cc(Br)ccc3Br)ccc21	-13%	0%	7%	-14	-5%	-19%
CCn1cc(Br)c(C(=O)Nc2sc3c(c2C(N)=O)CCCC3)n1	/	3%	-3%	/	-3%	5%
Cc1ccc(S(=O)(=O)N2CCCCC2)cc1C(=O)OC(C)C(=O)NCC1CCCCC1 (stereo not given)	/	-4%	?	-38	-9%	0%
CCc1noc(-c2ccc(N3CCCCC3)c([N+](=O)[O-])c2)n1	/	24%	/	76	-5%	/

Following part.
SMILES	Giardia FBPA inh	AmpC detergent	HCV inh	HCMV antiviral	Sm TGR block	AMA1 RON2 block
Clc1cnc(N/N=C/c2ccncc2)c(Cl)c1	-2%	-3%	-5%	-25	4%	-2%
CC(C)=CCC[C@](C)(O[C@@H]1O[C@H](CO[C@@H]2OC[C@@H](O)[C@H](O)[C@H]2O)[C@@H](O)[C@H](O)[C@H]1O)C1CC[C@]2(C)C1[C@H](O)CC1[C@@]3(C)CC[C@H](O[C@@H]4O[C@H](CO)[C@@H](O)[C@H](O)[C@H]4O)C(C)(C)C3CC[C@]12C (stereo not given in full)	/	/	8%	-6	/	-1%
Cc1ccc(-c2cc(C(F)(F)F)n3ncc(C(=O)NCc4ccco4)c3n2)cc1	-2%	-6%	?	1	?	9%
O=C(NCCc1ccccc1)c1ccc(NC(=O)c2cccnc2)cc1	3%	1%	-3%	11	7%	2%
Fc1ccc(N2CCN(Cc3cnc(Oc4ccc(Br)cc4)s3)CC2)cc1	-9%	0%	?	-38	18%	-25%
Cc1ccc(S(=O)(=O)N[C@H](C(=O)NCC2CCC(C(=O)O)CC2)C(C)C)cc1 (stereo not given in full)	5%	-7%	18%	17	7%	10%
Cc1cc(OCC(=O)NCCc2nc3ccccc3[nH]2)cc(C)c1Cl	/	10%	/	-24	4%	/
CC(C)CC(NC(=O)C(CO)NC(=O)C1CCC(=O)N1)C(N)=O (stereo not given)	3%	-10%	24%	-37	-1%	0%
Cc1cc(NC(=O)c2cccnc2Cl)ccc1NC(=O)c1cc2ccccc2o1	5%	-10%	?	-16	-2%	-7%
Oc1ccccc1N1CCN(c2ncccn2)CC1	-8%	0%	5%	16	-23%	3%
O=C(CCCSc1nc2ccccc2[nH]1)NCc1ccccc1	-3%	-10%	14%	1	-4%	1%
NC(=O)C1CCN(C(=O)c2ccc3c(=O)n(Cc4ccco4)c(SCc4ccc([N+](=O)[O-])cc4)nc3c2)CC1	/	0%	2%	0	4%	0%
COC(=O)c1cc2sc(Cl)cc2n1Cc1nc(-c2ccccc2)oc1C	0%	?	-5%	-8	-32%	-5%
CCc1cccc(NC(=O)CSc2nnc(-c3cc4occc4n3C)n2-c2ccccc2C)c1	/	-2%	/	0	0%	/
COc1cccc(CNC(=O)c2ccc(COc3ccccc3)cc2)c1	/	-5%	/	-3	-21%	-5%
CC(C)CCn1cnc2c(cnn2-c2ccc(F)cc2)c1=O	11%	-5%	10µM*	23	6%	-1%
CCCOc1ccc(C(=O)Nc2cc3c(cc2N2CCOCC2)n(C)c(=O)n3C)cc1	/	8%	/	-6	0%	/
CC(C)=CCC/C(C)=C/C(=O)O	-1%	-3%	7%	13	?	-2%
COc1c(C)cc(C(=O)C2CCCN(C3CCOCC3)C2)cc1C (stereo not given)	0%	4%	0%	1	13µM*	4%
Cc1ccc(Oc2ccccc2/C=C/C(=O)O)cc1	13%	-6%	18%	9	-1%	-3%
COc1cc(OC)c(C(=O)NNC(=O)c2ccc(NS(=O)(=O)c3cccs3)cc2)cc1OC	/	/	-11%	0	/	4%[11.6 µM]
N#CC(=C1Nc2ccccc2N1)S(=O)(=O)c1ccccc1	?	0%	4%	-16	0%	27%
N#Cc1ccc(OCC(=O)NCCc2ccccn2)cc1	4%	-4%	9%	11	-1%	8%
Cc1cc(OCc2nc(-c3cccnc3)no2)c(C)cc1Br	15%	-6%	-1%	-16	6%	2%
Cc1ccc(N=Cc2c(O)n(-c3cc(Cl)ccc3N3CCOCC3)c(=O)c3ccccc23)cc1C	0%	-7%	?	?	7%	-7%

Part of the list above, showing only AmpC detergent and Giardia FBPA inh:
Molecule | AmpC detergent | Giardia FBPA inh
CCc1cccc(NC(=O)CSc2nnc(-c3cc4occc4n3C)n2-c2ccccc2C)c1 | -2% | /
COc1cccc(CNC(=O)c2ccc(COc3ccccc3)cc2)c1 | -5% | /
CC(C)CCn1cnc2c(cnn2-c2ccc(F)cc2)c1=O | -5% | 11%
CCCOc1ccc(C(=O)Nc2cc3c(cc2N2CCOCC2)n(C)c(=O)n3C)cc1 | 8% | /
CC(C)=CCC/C(C)=C/C(=O)O | -3% | -1%
COc1c(C)cc(C(=O)C2CCCN(C3CCOCC3)C2)cc1C (stereo not given) | 4% | 0%
Cc1ccc(Oc2ccccc2/C=C/C(=O)O)cc1 | -6% | 13%

Six entries from above, ordered by number of heavy atoms, falling:
SMILES	Giardia FBPA inh	AmpC detergent	HCV inh	HCMV antiviral	Sm TGR block	AMA1 RON2 block
Cc1ccc(N=Cc2c(O)n(-c3cc(Cl)ccc3N3CCOCC3)c(=O)c3ccccc23)cc1C	0%	-7%	?	?	7%	-7%
COc1cc(OC)c(C(=O)NNC(=O)c2ccc(NS(=O)(=O)c3cccs3)cc2)cc1OC	/	/	-11%	0	/	4%[11.6 µM]
Cc1cc(NC(=O)c2cccnc2Cl)ccc1NC(=O)c1cc2ccccc2o1	5%	-10%	?	-16	-2%	-7%
COC(=O)c1cc2sc(Cl)cc2n1Cc1nc(-c2ccccc2)oc1C	0%	?	-5%	-8	-32%	-5%
COc1c(C)cc(C(=O)C2CCCN(C3CCOCC3)C2)cc1C (stereo not given)	0%	4%	0%	1	13µM*	4%
CC(C)CC(NC(=O)C(CO)NC(=O)C1CCC(=O)N1)C(N)=O (stereo not given)	3%	-10%	24%	-37	-1%	0%

(continued)
SMILES	Giardia FBPA inh	AmpC detergent	HCV inh	HCMV antiviral	Sm TGR block	AMA1 RON2 block
CCOC(=O)c1ccc(N2CN=C3SCC(=O)N3C2)cc1	4%	-9%	-4%	-7	-18%	0%
CCc1ccc(/C=C2/Sc3ccccc3N(CC(=O)NCCCOC)C2=O)cc1	2%	?	/	/	0%	/
O=C(NCc1ccccc1)C1=C[C@H](c2ccccc2)C[C@H](OCc2ccc(CO)cc2)O1	/	/	-4%	-91*	/	7%
CCn1cc(S(=O)(=O)c2ccc(C)cc2)c(=O)c2cc(OC)ccc21	/	-1%	3%	-5	-3%	-5%
OCCn1c(C(F)(F)F)nc2ccccc21	5%	?	9%	-5	1%	5%
CCOC(=O)c1ccccc1NC(=O)COC(=O)CC1CCCCC1	-2%	0%	1%	33	2%	52%[activator]
OC(C#CCN1CCOCC1)(c1ccccc1)C1CCCC1 (stereo not given)	-10%	0%	23%	-12	?	-3%
CCCCNC(=O)CC1SC(=NCC)N(CC)C1=O (stereo not given)	5%	-4%	14%	49	1%	4%
CCOC(=O)c1nc(C)[nH]c1C(=O)OCC	-18%	?	11%	29	3%	25%
Cc1nc(SCC(=O)N2CCOCC2)c2c(=O)n(C)c(=O)n(C)c2n1	1%	-5%	15%	3	-6%	2%
